D3 ag: activates the human D3 dopamine receptor; P35462; D3R DiscoveRx beta-arrestin cells, luminescence, 90 min; max activation, %; 0.58% of 410,000 active; in the data active means max activation above about 30%; further: 0% is about no effect; mostly tested at two doses, the higher about 12 µM
Target sequence (P35462 whole entry, looked up): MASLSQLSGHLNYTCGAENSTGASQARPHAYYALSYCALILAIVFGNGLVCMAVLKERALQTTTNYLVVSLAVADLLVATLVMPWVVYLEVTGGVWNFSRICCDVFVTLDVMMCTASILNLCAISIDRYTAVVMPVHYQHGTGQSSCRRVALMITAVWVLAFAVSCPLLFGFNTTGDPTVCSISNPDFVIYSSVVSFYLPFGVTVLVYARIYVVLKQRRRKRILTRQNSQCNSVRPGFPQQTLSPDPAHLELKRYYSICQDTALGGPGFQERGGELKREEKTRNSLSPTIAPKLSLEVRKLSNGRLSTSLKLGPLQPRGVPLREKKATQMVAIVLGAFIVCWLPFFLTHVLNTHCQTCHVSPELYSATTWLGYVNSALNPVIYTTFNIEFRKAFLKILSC
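Cells at 1500/well, incubated overnight, then treated with pinned compounds (dopamine as control) for 90 min at 37 degrees C. DiscoveRx reagent added for 30 - 60 minutes at room temperature; luminescence read.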
KB-V1 cytotox: KB-V1 MDR subline cytotoxicity; KB-V1 MDR cells viability, CellTiter-Glo, 72 h; Potency, µM (series often up to 46.1 µM), for inactives: at the top dose activity change, negative = cytotoxicity, hits mostly cytotoxic; 3.4% of 400,000 active; further: potency means the concentration at half of the fitted maximal effect; on the % scale 0 is the no-effect control and ±100 the full control effect; nearly all actives have a fitted effect of over 60% in size
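Luminescent ATP read-out (CellTiter-Glo, 10 min) measures survival of drug-selected KB-V1 MDR cells after 72 h, 37 degrees C compound exposure. Medium: phenol-red-free DMEM, 10% FBS. Values from fitted concentration-response curves.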
HT1080 IDH1KD tx: kills HT-1080 cells with IDH1 knockdown | HT-1080 IDH1 knockdown viability, ATP luminescence, 48 h | Potency, µM (titrated, usually from 46.1 µM), for inactives: at the highest dose activity, negative = toxicity, usual class: cytotoxic | 2% of 360,000 active | AID 686971;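 further: potency means the concentration at half of the fitted maximal effect; 0% = DMSO wells and -100% = cell-free medium wells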
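Cytotoxicity counter-line: IDH1KD HT-1080, 48 h, CellTiter-Glo. Curves classed by r2, magnitude and activity.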
HT1080-NT tox: kills 2HG-producing HT-1080-NT fibrosarcoma cells; HT-1080-NT fibrosarcoma viability, CellTiter-Glo ATP luminescence, 48 h; Potency, µM (series often up to 46.1 µM), for the others: at the top dose activity, negative = less viability, hits mostly cytotoxic; 1.6% of 360,000 active;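 further: NT is the 2HG producing partner of a matched IDH1 knockdown line; potency means the concentration at half of the fitted maximal effect; 0% = DMSO-treated cells and -100% = media-only wells without cells; nearly all actives have a fitted effect of over 55% in size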
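Toxicity toward the 2HG-producing NT line was scored as %Activity, normalised to DMSO and no-cell wells, from CellTiter-Glo luminescence after 48 hours' treatment.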
SW480 rereplic: inducers of DNA re-replication in SW480 colon cancer cells. SW480 DNA re-replication, Hoechst DNA content imaging, 48 h. Potency, µM (series often up to 46.1 µM), for the others: top-dose re-replication activation, hits mostly activators. 1.8% of 340,000 active. AID 624297; further: potency means the concentration at half of the fitted maximal effect; % of control where 0% means no effect; nearly all actives have a fitted effect of over 55% in size
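Quantitative HTS format with DMSO vehicle controls; 48 hr drug incubation at 37 C, then 40 min Hoechst staining and scanning imager measurement at 405 nm excitation.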
IL1B secr inh: blocks inflammasome-driven IL-1 beta release | THP-1 LPS/ATP IL-1B secretion, AlphaLISA, 16 h; stronger effect = lower value | activity change, % at 57.5 µM | 4.7% of 360,000 active | AID 743279; in the data active means activity change below about -50%; inconclusive means mostly about -30% to -49%; further: on the % scale 0 is the no-effect control and ±100 the full control effect
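Secreted IL-1B measured by AlphaLISA bead assay after 16 h compound exposure of THP-1 cells; compounds (final up to 57.5 uM) added 1 h before LPS (250 ng/mL) and ATP (1.25 mM) stimulation; lower signal means less secretion.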
KB-3-1 cytotox: KB-3-1 parental cell cytotoxicity. KB-3-1 viability, CellTiter-Glo ATP luminescence, 72 h. Potency, µM (series often up to 46.1 µM), for the others: at the highest dose activity change, negative = cytotoxic, usual class: cytotoxic. 1.4% of 400,000 active. AID 1347075; further: potency means the concentration at half of the fitted maximal effect; on the % scale 0 is the no-effect control and ±100 the full control effect; nearly all actives have a fitted effect of over 60% in size
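Viability of parental KB-3-1 cells, measured by CellTiter-Glo luminescence, followed a 72 h incubation at 37 °C with pinned compounds in phenol-red-free DMEM containing 10% FBS.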
DRD3 antagonist: D3 dopamine receptor (human) antagonism; D3R cells, DiscoveRx beta-arrestin luminescence, antagonist mode; stronger effect = lower value; AID 652054; 2.5% of 360,000 active; max response, negative = inhibition, %; P35462; in the data active means max response below about -50%; inconclusive means no clear call, values can overlap the other calls; further: on the % scale 0 is the no-effect control and ±100 the full control effect; mostly tested at two doses, the higher about 12 µM
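Cells expressing the human receptor were seeded at 1500 cells/well, incubated overnight at 37 degrees C in 5% CO2, then exposed to library compounds with dopamine controls for 90 minutes at 37 degrees C before luminescent detection.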
GLP-1R agonist: GLP-1 receptor (human) agonism; P43220; HEK293 GLP-1R CRE-luciferase, luminescence, 4-6 h; cells express a hypersensitive GLP-1R form; Potency, µM (titrated, usually from 45.6 µM), for the others: at the top dose activation, usual class: activators; 0.007% of 380,000 active; further: potency means the concentration at half of the fitted maximal effect; % of control where 0% means no effect
Target sequence (P43220 whole entry, looked up): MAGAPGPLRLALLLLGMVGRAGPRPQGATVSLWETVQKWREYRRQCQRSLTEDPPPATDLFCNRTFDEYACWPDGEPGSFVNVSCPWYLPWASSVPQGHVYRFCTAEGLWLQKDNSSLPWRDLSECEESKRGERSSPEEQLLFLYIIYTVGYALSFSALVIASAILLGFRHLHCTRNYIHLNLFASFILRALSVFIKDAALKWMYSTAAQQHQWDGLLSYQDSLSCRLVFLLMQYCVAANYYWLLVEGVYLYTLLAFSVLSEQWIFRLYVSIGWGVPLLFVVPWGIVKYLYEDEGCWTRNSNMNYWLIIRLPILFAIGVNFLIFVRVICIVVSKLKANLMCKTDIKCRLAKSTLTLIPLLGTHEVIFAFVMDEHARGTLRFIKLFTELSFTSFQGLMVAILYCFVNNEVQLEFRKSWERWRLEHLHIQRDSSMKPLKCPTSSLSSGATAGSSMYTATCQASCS
The depositor's hits bear a star; ? = inconclusive; / = not tested or not shown; & = joins results of further samples; [ ] = remark or other dose. Unless noted, the call rests on the fitted dose curve; in most records, active means well fitted curve in the direction sought with a large enough effect; inconclusive means small, poorly fitted or top-dose-only effect, or another doubt; inactive means no such curve, though single readings can be large; an effect the other way counts as inactive or inconclusive.

#	Structure	D3 ag	KB-V1 cytotox	HT1080 IDH1KD tx	HT1080-NT tox	SW480 rereplic	IL1B secr inh	KB-3-1 cytotox	DRD3 antagonist	GLP-1R agonist
1	Cc1cccc(C)c1NC1=NCCCS1	10&-11	2%	9%	11%	-4%	-3	0%	-2	-7%&2%
2	Clc1cccc(CNCCc2ccc3c(c2)OCO3)c1	-19	1%	-14%	-26%	0%	-81*	27%	?	17%
3	Cc1cc(OC(=O)c2ccco2)c2c3c(c(=O)oc2c1)CCCC3	2	?	2%	1%	-5%	-25	?	51	-6%
4	COc1nc2ccccc2nc1N1CC1	-1	2%	10%	26%	/	32	0%	-5	0%
5	CC1CCC(C)(NS(=O)(=O)OCC(Cl)(Cl)Cl)CC1 (centres undefined)	4	12%	19%	10%	-2%	0	1%	14	-3%
6	Cc1cc(=O)[nH]c(SCc2nc3ccccc3c(=O)n2-c2ccccc2C)n1	1	-17%	9%	14%	-1%	39	17%	4	4%
7	O=c1[nH]c2ccccc2n1C1CCN(C(c2ccccc2OC(F)(F)F)c2nnnn2Cc2ccccc2)CC1 (centres undefined)	7	?	?	26µM*	/	-16	?	68	-21%
8	CN1CCN(c2nc3ccccn3c(=O)c2C=C2C(=O)N(C)C(=O)N(C)C2=O)CC1	-10	5%	8%	7%	-7%	27	6%	?	-1%
9	CC1(C)C2([N+](=O)[O-])CN3CC1([N+](=O)[O-])CN(C2)C3c1ccccn1 (centres undefined)	-19	24%	4%	10%	-14%	20	-5%	-2	6%
10	O=C1Nc2ccc(Br)cc2C(c2ccccc2Cl)=NC1O (centres undefined)	-2	-12%	-9%	-2%	-2%	-10	0%	-14	6%
11	Cc1cccc(N2C(=O)NC(=O)/C(=C\c3ccc4c(c3)CCCN4Cc3ccccc3)C2=O)c1	-1	?	5%	-5%	-7%	?	?	-2	13%
12	CN1CCN(S(=O)(=O)c2ccc(C3CCCCC3)cc2)CC1	-28	4%	8%	1%	8%	-13	1%	-18	4%
13	CC(C)C[C@H](NC(=O)[C@@H]1CCCN1C(=O)[C@@H](N)Cc1ccc(O)cc1)C(=O)NCC(N)=O	10	12%	12%	?	8%&-52%	6	0%	5	5%
14	CNC(=O)Oc1ccc2c(c1)C(=O)c1ccccc1CO2	0	1%	7%	9%	0%	-28	7%	-24	2%
15	COC(=O)C1=C(c2ccc(F)cc2OCc2ccccc2)C[C@@H]2CC[C@H]1N2C	0	?	0%	0%	-17%	-18	-9%	-56*	11%

Additional compounds follow:
#	Structure	D3 ag	KB-V1 cytotox	HT1080 IDH1KD tx	HT1080-NT tox	SW480 rereplic	IL1B secr inh	KB-3-1 cytotox	DRD3 antagonist	GLP-1R agonist
16	O=C(O)CCn1cc(C=C2C(=O)NC(=S)NC2=O)c(-c2cccc(Cl)c2)n1	1	-1%	1%	-1%	1%	21	1%	-14	-3%
17	CN(C(=O)Oc1cccc2cccnc12)c1ccccc1	4	?	4%	8%	3%	1	15%	4	1%
18	Cn1c(=O)c2c(nc(N/N=C/c3c(O)n(-c4ccccc4)c(=S)[nH]c3=O)n2C)n(C)c1=O	4	-2%	3%	9%	0%	-3	1%	5	2%
19	COC(=O)C1=C(c2cc3ccccc3o2)C[C@@H]2CC[C@H]1N2C(=O)N1CCCC1	-4	-16%	0%	4%	-2%	-7	?	-10	8%
20	CN1C(=O)C(=Cc2ccc(SC3CCCCC3)o2)C(=O)N(C)C1=O	2	6%	6%	-4%	-37%[inhibitor]	10	-10%	0	0%
21	CCOC(=O)[C@@H]1[C@H]2COc3ccc(Br)cc3[C@@H]2N2C(=O)N(c3cccc(C)c3)C(=O)[C@]12C	4	-10%	-1%	-1%	?	15	0%	0	0%
22	COc1cc(/C=C/[N+](=O)[O-])ccc1OC(=O)c1cccnc1	-3	?	-3%	-4%	-22%	?	14%	-1	-3%
23	CCC(=NCc1cc(OC)cc(OC)c1)c1c(O)n(C)c(=O)n(C)c1=O	39*	7.3µM*	1%	9%	-4%	3	?	57	3%
24	OCCOc1ccccc1	3&6&5	26%	-1%	6%	-17%&1%	-7	4%	15	-5%&6%&4%
25	Cc1ccccc1N1CCN(C2CCCN(C(=O)COc3ccccc3)C2)CC1 (centres undefined)	-35	-28%	1%	-14%	2%	20	-10%	0	0%
26	O=C(c1ccccc1F)c1cn(CC(=O)N2CCCCC2)c2ccccc12	7	0%	-2%	7%	0%	1	4%	-23	2%
27	CC1=NCCc2c1[nH]c1cc(O)ccc21	-15	11%	-12%	18%	?	6	0%	-11	-5%
28	O=c1[nH]c(=O)n(Cc2ccccc2)c(O)c1C=NCCCO	-2	17%	-1%	6%	-6%	3	14%	3	-7%
29	CNc1ccc2nc3ccccc3[n+](C)c2c1	-11	?	15µM*	21µM*	?	0	-3%	-59*	-6%
30	CCOP(=O)(C#CC(C)(C)C)C(O)(c1ccccc1)C(F)(F)F (centres undefined)	-9	-9%	2%[9.24 µM]	6%	-10%	26	12%	-12	-2%

The listing continues:
#	Structure	D3 ag	KB-V1 cytotox	HT1080 IDH1KD tx	HT1080-NT tox	SW480 rereplic	IL1B secr inh	KB-3-1 cytotox	DRD3 antagonist	GLP-1R agonist
31	CC(C)(C)C(=O)Cn1c(NCCCl)nc2ccccc21	-4	5%	29%	5%	-7%	22	9%	1	0%
32	CCCCP(=O)(O)c1ccccc1	1	-2%	-2%	-4%	-7%	-1	-14%	-14	1%
33	CC(=O)c1cn(Cc2ccc(C#N)cc2)c2ccccc12	-7	-7%	-3%	0%	7.3µM*	30	-6%	-10	2%
34	COc1cccc(N2C(=O)NC(=O)/C(=C/c3ccc4c(c3)Cc3ccccc3-4)C2=O)c1	3	-15%	-11%	-2%	9%	-11	11%	-12	0%
35	CN1C(=O)NC(=O)C2(Cc3ccccc3N3CCOCC32)C1=O (centres undefined)	3	1%	10%	15%	-4%	8	8%	15	-8%
36	CC1(C)CN=C(NCc2ccccc2Cl)S1	-53	-14%	8%	4%	-2%	-4	?	?	8%
37	O=C1CN=C(c2ccccc2)c2c(sc3c2CCCC3)N1	2	?	23µM*	?	-70%[inhibitor]	29	-16%	31	0%
38	C[N+](C)(C)CCc1ccc(O)cc1	-13	?	3%	7%	-8%	-5	-10%	20	1%
39	CC12CN3CC(c4ccccc4)(CN(C1)C31CCCCC1)C2=O	8	-8%	4%	7%	-11%	15	15%	-3	0%
40	CC1([N+](=O)[O-])COP(=O)(NC2CCCC2)OC1 (centres undefined)	-13	14%	13%	19%	?	0	11%	19	0%
41	Cc1cccc(NC(=O)C(C)N2CC=C(c3ccccc3)CC2)c1 (centres undefined)	-2	?	-13%	-18%	?	0	8%	?	13%
42	CN(c1ccccc1)c1ccc([N+](=O)[O-])c2nonc12	-17	-16%	-12%	-7%	6%	11	-3%	?	13%
43	Cc1cc(/C=C2\C(=O)NC(=O)N(Cc3ccco3)C2=O)c(C)n1-c1ccc(O)cc1	3	-5%	-3%	-16%	-1%	0	-3%	9	0%
44	O=C(CN1CCOCC1)c1cccc2ccccc12	-7	6%	2%	2%	0%	-2	9%	-55*	-9%
45	CN1C[C@H](CO)C=C2c3cccc4[nH]cc(c34)C[C@H]21	-14	0%	-4%	-3%	2%	-11	-1%	-78*	-4%

Further structures.
#	Structure	D3 ag	KB-V1 cytotox	HT1080 IDH1KD tx	HT1080-NT tox	SW480 rereplic	IL1B secr inh	KB-3-1 cytotox	DRD3 antagonist	GLP-1R agonist
46	C/C=C1/C[C@@H](C)[C@](O)(CO)C(=O)OCC2=CCN3CC[C@@H](OC1=O)[C@@H]23	-6	4%	-7%	13%	0%	41	0%	-26	9%
47	Oc1c(Br)cc(Br)cc1Br	1&5	8%	-1%	-28%	-11%&-9%	-5	0%	20	4%&0%
48	Cc1cc(N(CCCl)CCCl)ccc1/C=N/N=C(\N)c1cnccn1	6	-22%	-12%	-2%	?	-55*	-24%	-11	26%
49	CC12CN3CC(C)(CN(C1)C31CCSCC1)C2=O	5	27%	4%	0%	0%	10	7%	11	-10%
50	Nc1c(C(=O)Nc2cccc(Br)c2)sc2nc3c(cc12)N1CCC3CC1	1	?	/	/	/	/	4%	/	2%
51	Cc1ccc(S(=O)(=O)CC(=O)c2cc(C)c(OC(=O)N(C)C)c(C)c2)cc1	6	-5%	-3%	-9%	10%	3	-10%	-8	8%
52	OCC1OC(n2cnc3cc(Cl)c(Cl)cc32)C(O)C1O (centres undefined)	4	-3%	?	?	/	?	-2%	?	-5%
53	O=C(CCN1CC1)OCCOC(=O)CCN1CC1	2	5%	13%	6%	?	-3	?	17	-14%
54	CC(=O)C1(c2ccccc2)CCNCC1	-6	11%	0%	0%	-7%	-12	4%	4	19%
55	Cc1cccnc1-n1c(CN2C(=O)c3ccccc3C2=O)nc2ccccc2c1=O	-2	0%	0%	12%	-3%	8	3%	5	0%
56	O=c1[nH]c(=S)n(-c2ccccc2F)c(O)c1C=NCc1ccco1	-6	-4%	-3%	-6%	-1%	18	-1%	17	-11%
57	CN1CCN(C(=O)Cc2ccccc2)CC1	11	22%	9%	10%	0%	14	0%	5	-1%
58	CCCNC(=O)N1[C@H]2CC[C@@H]1C(C(=O)OC)=C(c1ccc(Cl)c(C(F)(F)F)c1)C2	-6	?	-1%	-2%	22%	-11	?	-25	5%

Source: PubChem

An excerpt; the hit share may differ from the screen's.
